Source: PubChem
GPR35 arrestin U2OS = inhibition of zaprinast-stimulated GPR35 beta-arrestin translocation – imaging, U2OS, beta-arrestin-GFP, zaprinast agonist, primary screen (AID 2058); U2OS GPR35 beta-arrestin-GFP translocation imaging, zaprinast antagonism; higher % means a stronger effect; inhibition, % at 10 µM, or IC50 in µM where a hit was titrated; 290,000 compounds, 0.052% hits;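 active = inhibition of at least 50% with at least 30 cells and total cytoplasm GFP at most 10,000,000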
AID2073 = inhibitors of Mint1-CaV2.2 protein interaction, biochemical, HTRF (AID 2073); 290,000 compounds, 0.19% hits; HTRF protein-protein interaction, Mint1-CaV2.2; higher % means a stronger effect; inhibition, % at 20 µM, or IC50 in µM where a hit was titrated; in the data active = inhibition mostly above about 51%, no sharp cut-off; note: some results filed as inactive read as strong as hits
Dengue-2 NS5 capping = Dengue-2 NS5 methyltransferase inhibitors, primary screen, biochemical, confirmation dose response (AID 588689); 340,000 compounds, 0.3% hits; Dengue-2 NS5 methyltransferase capping enzyme assay, biochemical; higher % means a stronger effect; one-dose inhibition, % at 25 µM; IC50 in µM for titrated hits; in the data active = a potency from the dose series
GPR55 antagonists = GPR55 antagonists blocking LPI-driven arrestin recruitment, primary screen, imaging, U2OS, beta-arrestin-GFP, LPI agonist (AID 2013); U2OS GPR55 beta-arrestin-GFP translocation imaging, LPI antagonism; higher % means a stronger effect; inhibition, % at 10 µM, or IC50 in µM where a hit was titrated; 290,000 compounds, 0.13% hits;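 active = spots per cell inhibited over 60%, with over 100 cells counted and total cytoplasm intensity under 500,000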;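 note: U2OS cells stably carrying GPR55 and arrestin-GFP stimulated by 5 µM LPI near EC80; imaged beta-arrestin-GFP aggregate spots per cell after agonist stimulation; plate controls were LPI-stimulated DMSO wells for no effect and DMSO wells without LPI for full effect; some results filed as inactive read as strong as hits; confirmed hits need IC50 under 10 µM and bright autofluorescent wells are also inconclusive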
Siah-1 displacement = Siah-1 peptide-binding antagonists, primary screen, biochemical, fluorescence polarization, rhodamine-plectin, uHTS (AID 1817) | one-dose displacement, % at 20 µM; IC50 in µM for titrated hits | 290,000 compounds, 0.02% hits | Siah-1 / rhodamine-plectin peptide fluorescence polarization; higher % means a stronger effect;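 active = displacement of at least 50% at 20 µM, with a fluorescence ratio check between 0.3 and a set limit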;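 note: plate controls were Siah plus tracer with DMSO for no effect and tracer alone without Siah for full effect; strong numbers were not always called active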
K1F lysis inhibition = protection from phage-mediated lysis, alamar blue read-out – E. coli UTI89, K1F phage, bacterial capsule biogenesis inhibitors (AID 488966); E. coli UTI89 K1F phage lysis, alamar blue, 2 h; higher % means a stronger effect; 340,000 compounds, 0.02% hits; inhibition, % at 100 µM, or IC50 in µM where a hit was titrated;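 active = phage lysis inhibition, versus mean bacterial control, above a set limit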;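 note: capsule biogenesis inhibitors block K1F phage lysis so surviving cells raise fluorescence; higher fluorescence means more inhibition of phage lysis; actives were called in the ten point dose series up to 300 µM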
HIV fusion peptide = cell-free HIV fusion peptide-binding blockers – biochemical, uHTS, fluorescence dequenching, primary screen (AID 1986) | cell-free peptide binding, fluorescence dequenching, 30 min; higher % means a stronger effect | inhibition, % at 20 µM; hits with a dose series show IC50 in µM | 290,000 compounds, 0.3% hits; in the data active = inhibition mostly above about 52%, no sharp cut-off; inactive = mostly below about 76%; note: some results filed as inactive read as strong as hits
GPR55 beta-arrestin = GPR55 agonists via beta-arrestin recruitment, primary screen, imaging, U2OS cells, beta-arrestin-GFP redistribution (AID 1961). U2OS GPR55 beta-arrestin-GFP redistribution imaging; higher % means a stronger effect. activation, % at 10 µM; hits with a dose series show EC50 in µM. 290,000 compounds, 0.048% hits;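 active = activation above 40% with more than 50 cells counted in the well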;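 note: U2OS osteosarcoma cells stably expressing GPR55 and beta-arrestin-GFP; plate controls were DMSO negative control for no effect and LPI positive control for full effect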
NTR1 agonist = agonists of NTR1, primary screen, imaging, U2OS cells, beta-arrestin-GFP, high content (AID 493036). NTR1-U2OS beta-arrestin-GFP spot imaging, agonist mode. activation, % at 20 µM. 330,000 compounds, 0.17% hits;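 active = activation at or above 40% of the spot to cytoplasm intensity ratio, with at least 20 cells analyzed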;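 note: 0% = DMSO without peptide and 100% = 100 nM NTR1 peptide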
Target sequence (P30989 whole entry, looked up): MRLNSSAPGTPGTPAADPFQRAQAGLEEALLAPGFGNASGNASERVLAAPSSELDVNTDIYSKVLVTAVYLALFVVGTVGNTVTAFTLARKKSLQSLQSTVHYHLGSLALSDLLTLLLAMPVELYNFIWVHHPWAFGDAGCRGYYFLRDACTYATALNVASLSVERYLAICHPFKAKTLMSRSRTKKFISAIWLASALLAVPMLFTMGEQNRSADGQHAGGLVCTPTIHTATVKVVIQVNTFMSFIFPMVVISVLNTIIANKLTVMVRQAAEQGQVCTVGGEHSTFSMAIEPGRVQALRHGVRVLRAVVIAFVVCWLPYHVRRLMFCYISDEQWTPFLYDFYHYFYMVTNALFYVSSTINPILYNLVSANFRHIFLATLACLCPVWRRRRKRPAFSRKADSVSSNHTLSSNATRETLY
NTR1 agonist cell count 20 µM = further read-out of NTR1 agonist, marked with its call; cell count; measured here: cell count, cytotoxicity flag
Dengue-2 NS5 capping pilot replicate = further read-out of Dengue-2 NS5 capping, marked with its call; inhibition, %; measured here: pilot screen replicate inhibition
Active calls of the source: *; [ ] = remark or other dose. Rows were taken by chance. Share with any hit: about 1.2%.

Screening Cc1ccccc1N1CCN(S(=O)(=O)Cc2ccccc2)CC1 returned GPR35 arrestin U2OS -4%, AID2073 8%, Dengue-2 NS5 capping -4%, GPR55 antagonists 7%, Siah-1 displacement 4%, K1F lysis inhibition 0.9%, HIV fusion peptide -0.8%, GPR55 beta-arrestin -0.1%, NTR1 agonist 3.5 and NTR1 agonist cell count 20 µM 67.
COCCCN1C(=O)c2ccc(C(=O)NCCc3ccccc3)cc2C1=O was read as GPR35 arrestin U2OS -14%, AID2073 13%, Dengue-2 NS5 capping -7%, GPR55 antagonists 11%, Siah-1 displacement -3%, K1F lysis inhibition 0.0%, HIV fusion peptide -2.4%, GPR55 beta-arrestin -0.1%, NTR1 agonist -0.9 and NTR1 agonist cell count 20 µM 57.
Screening COc1ccc(CC(=O)N/N=C/c2sccc2C)cc1 returned GPR35 arrestin U2OS -8%, AID2073 9%, Dengue-2 NS5 capping -1%, GPR55 antagonists -9%, Siah-1 displacement 1%, K1F lysis inhibition 0.2%, HIV fusion peptide 0.2%, GPR55 beta-arrestin 0.2%, NTR1 agonist 1.3 and NTR1 agonist cell count 20 µM 63.
Screening CCn1c(CNC(=O)c2ccc3c(c2)OCO3)nnc1SCC(=O)Nc1cc(C)ccc1OC returned GPR35 arrestin U2OS 10%, AID2073 2%, Dengue-2 NS5 capping -13%, GPR55 antagonists 9%, Siah-1 displacement -5%, K1F lysis inhibition 0.0%, HIV fusion peptide -0.4%, GPR55 beta-arrestin -0.4%, NTR1 agonist -0.7 and NTR1 agonist cell count 20 µM 48.
For O=C(O/N=C(/c1ccccc1)c1ccncc1)c1ccccc1[N+](=O)[O-] the results were GPR35 arrestin U2OS 7%, AID2073 2%, Dengue-2 NS5 capping -6%, GPR55 antagonists 9%, Siah-1 displacement 15%, K1F lysis inhibition 0.1%, HIV fusion peptide -0.7%, GPR55 beta-arrestin 0.0%, NTR1 agonist 4.3 and NTR1 agonist cell count 20 µM 52.
O=C(c1ccc(-n2cccc2)cc1)N1CCN(Cc2ccccc2)CC1 was read as GPR35 arrestin U2OS -16%, AID2073 -4%, Dengue-2 NS5 capping -3%, GPR55 antagonists -6%, Siah-1 displacement 1%, K1F lysis inhibition 0.3%, HIV fusion peptide -0.8%, GPR55 beta-arrestin 0.0%, NTR1 agonist -0.3, NTR1 agonist cell count 20 µM 74 and Dengue-2 NS5 capping pilot replicate 1.8.
Screening CCCN(CC(=O)Nc1ccc(Cl)cc1Cl)C(=O)/C=C/c1cc(OC)ccc1OC returned GPR35 arrestin U2OS 4%, AID2073 24%, Dengue-2 NS5 capping 4%, GPR55 antagonists -1%, Siah-1 displacement -2%, K1F lysis inhibition 4.2%, HIV fusion peptide 2.9%, GPR55 beta-arrestin -0.2%, NTR1 agonist 3.2 and NTR1 agonist cell count 20 µM 53.
For CCOc1ccc(N(CC(=O)Nc2ccccc2OC)S(C)(=O)=O)cc1 the results were GPR35 arrestin U2OS 9%, AID2073 -10%, Dengue-2 NS5 capping -8%, GPR55 antagonists -4%, Siah-1 displacement -2%, K1F lysis inhibition 0.1%, HIV fusion peptide 0.0%, GPR55 beta-arrestin 0.5%, NTR1 agonist 0.1, NTR1 agonist cell count 20 µM 67 and Dengue-2 NS5 capping pilot replicate -0.3.
O=C(O)c1cccc(Cn2c(Cl)c(/C=N/NC(=O)c3ccccc3)sc2=O)c1 was read as GPR35 arrestin U2OS -1%, AID2073 -1%, Dengue-2 NS5 capping -10%, GPR55 antagonists -1%, Siah-1 displacement 4%, K1F lysis inhibition 2.1%, HIV fusion peptide 7.0%, GPR55 beta-arrestin -0.1%, NTR1 agonist 0.7 and NTR1 agonist cell count 20 µM 35.
Cc1ccc(C2C(C(=O)c3sc(C)nc3C)=C(O)C(=O)N2CCCN(C)C)o1 (configuration not stated) was read as GPR35 arrestin U2OS 14%, AID2073 2%, GPR55 antagonists 9%, Siah-1 displacement 1%, HIV fusion peptide 1.2% and GPR55 beta-arrestin 0.2%.
CCN(c1ccc(OC)cc1)S(=O)(=O)c1cc(-c2cc(C)no2)ccc1OC was read as GPR35 arrestin U2OS 8%, AID2073 -4%, Dengue-2 NS5 capping 2%, GPR55 antagonists 0%, Siah-1 displacement -2%, K1F lysis inhibition 0.6%, HIV fusion peptide -1.5%, GPR55 beta-arrestin -0.1%, NTR1 agonist 0.0 and NTR1 agonist cell count 20 µM 48.
`Cc1ccc(-c2noc(CSc3nnnn3C3CCCCC3)n2)cc1` gave GPR35 arrestin U2OS -12%, AID2073 -3%, Dengue-2 NS5 capping -2%, GPR55 antagonists -3%, Siah-1 displacement -2%, K1F lysis inhibition 0.7%, HIV fusion peptide 0.7%, GPR55 beta-arrestin -0.1%, NTR1 agonist 0.8 and NTR1 agonist cell count 20 µM 81.
For O=c1c2c3c(sc2nc2n1CCCCC2)C(O)CCC3 (configuration not stated) the results were GPR35 arrestin U2OS 2%, AID2073 -7%, Dengue-2 NS5 capping -1%, GPR55 antagonists -8%, Siah-1 displacement -5%, K1F lysis inhibition -0.2%, HIV fusion peptide 0.2%, GPR55 beta-arrestin 0.2%, NTR1 agonist -1.1 and NTR1 agonist cell count 20 µM 75.
Screening CCCCN1C(=O)C2(NNc3ccccc3O2)c2ccccc21 (configuration not stated) returned GPR35 arrestin U2OS 20%, AID2073 -4%, Dengue-2 NS5 capping -50%, GPR55 antagonists -11%, Siah-1 displacement -5%, K1F lysis inhibition -4.6%, HIV fusion peptide 12%, GPR55 beta-arrestin 0.9%, NTR1 agonist 0.2 and NTR1 agonist cell count 20 µM 65.
For COc1cccc(C(=O)NC2=NCCS2)c1 the results were GPR35 arrestin U2OS -6%, AID2073 -4%, Dengue-2 NS5 capping 1%, GPR55 antagonists -4%, Siah-1 displacement -2%, K1F lysis inhibition 2.0%, HIV fusion peptide -1.6%, GPR55 beta-arrestin 0.3%, NTR1 agonist 1.8 and NTR1 agonist cell count 20 µM 88.
Screening CC(=O)Nc1ccc(C2NC(=O)CCC2[N+](=O)[O-])cc1 (configuration not stated) returned GPR35 arrestin U2OS 1%, AID2073 2%, Dengue-2 NS5 capping -1%, GPR55 antagonists -2%, Siah-1 displacement 1%, K1F lysis inhibition 0.1%, HIV fusion peptide -1.5%, GPR55 beta-arrestin -0.2%, NTR1 agonist 0.2 and NTR1 agonist cell count 20 µM 82.
CCOCCCNc1nc2ccccc2[nH]1 was read as GPR35 arrestin U2OS -2%, AID2073 -6%, Dengue-2 NS5 capping -1%, GPR55 antagonists 3%, Siah-1 displacement 3%, K1F lysis inhibition 4.0%, HIV fusion peptide 3.2%, GPR55 beta-arrestin 0.2%, NTR1 agonist -0.3 and NTR1 agonist cell count 20 µM 53.
For COc1ccc(CN(C)Cc2c(O)ccc3cc(Br)ccc23)cc1OC the results were GPR35 arrestin U2OS 4%, AID2073 -5%, Dengue-2 NS5 capping 2%, GPR55 antagonists 12%, Siah-1 displacement -2%, K1F lysis inhibition 0.2%, HIV fusion peptide -0.7%, GPR55 beta-arrestin -0.1%, NTR1 agonist 6.1 and NTR1 agonist cell count 20 µM 42.
Screening Cc1ccc(C(=O)NC2CC(C)(C)NC(C)(C)C2)c(C)c1 returned GPR35 arrestin U2OS -4%, AID2073 -8%, Dengue-2 NS5 capping -2%, GPR55 antagonists 10%, Siah-1 displacement 2%, K1F lysis inhibition 6.2%, HIV fusion peptide -2.6%, GPR55 beta-arrestin 0.3%, NTR1 agonist -0.1 and NTR1 agonist cell count 20 µM 38.
Screening CCCN1CCN(S(=O)(=O)c2cc3c(cc2C)NC(=O)CO3)CC1 returned GPR35 arrestin U2OS -14%, AID2073 10%, Dengue-2 NS5 capping -3%, GPR55 antagonists 3%, Siah-1 displacement -5%, K1F lysis inhibition 1.0%, HIV fusion peptide -1.0%, GPR55 beta-arrestin -0.1%, NTR1 agonist 3.2 and NTR1 agonist cell count 20 µM 55.
Fc1cccc(F)c1/C=N/NC(=S)Nc1cccnc1 was read as GPR35 arrestin U2OS 15%, AID2073 30%, Dengue-2 NS5 capping 1%, GPR55 antagonists 8%, Siah-1 displacement 0%, K1F lysis inhibition -0.5%, HIV fusion peptide -0.6%, GPR55 beta-arrestin 1.0%, NTR1 agonist 0.9 and NTR1 agonist cell count 20 µM 52.
For Cc1cc(C)c(NC(=O)C2CCCO2)c(C)c1NC(=O)C1CCCO1 (configuration not stated) the results were GPR35 arrestin U2OS -10%, AID2073 3%, Dengue-2 NS5 capping -10%, GPR55 antagonists -17%, Siah-1 displacement 0%, K1F lysis inhibition 0.4%, HIV fusion peptide -0.8%, GPR55 beta-arrestin -0.2%, NTR1 agonist 2.0 and NTR1 agonist cell count 20 µM 45.
`O=C(NCc1ccc(F)cc1)C(c1ccncc1)N(C(=O)c1csnn1)C1CC1` (configuration not stated) gave GPR35 arrestin U2OS 9%, AID2073 -4%, Dengue-2 NS5 capping -5%, GPR55 antagonists 18%, Siah-1 displacement 3%, K1F lysis inhibition 0.3%, HIV fusion peptide -2.7%, GPR55 beta-arrestin -0.1%, NTR1 agonist 2.2 and NTR1 agonist cell count 20 µM 87.
For CNCC(=O)Nc1ccc(Cl)c(C(F)(F)F)c1 the results were GPR35 arrestin U2OS -8%, AID2073 7%, Dengue-2 NS5 capping -19%, GPR55 antagonists 0%, Siah-1 displacement 0%, K1F lysis inhibition -0.1%, HIV fusion peptide 0.0%, GPR55 beta-arrestin -0.4%, NTR1 agonist 0.3 and NTR1 agonist cell count 20 µM 55.
For Cn1c(SCC(=O)c2c(N)n(C)c(=O)n(C)c2=O)nnc1-c1ccc(F)cc1 the results were GPR35 arrestin U2OS -14%, AID2073 -10%, Dengue-2 NS5 capping 4%, GPR55 antagonists 12%, Siah-1 displacement 3%, K1F lysis inhibition 1.0%, HIV fusion peptide 2.8%, GPR55 beta-arrestin -0.1%, NTR1 agonist -0.9 and NTR1 agonist cell count 20 µM 49.
Cc1cc(Cl)ccc1NC(=S)N1CCC(C(N)=O)(N2CCCCC2)CC1 was read as GPR35 arrestin U2OS -6%, AID2073 -40%, Dengue-2 NS5 capping -4%, GPR55 antagonists -2%, Siah-1 displacement 10%, K1F lysis inhibition -0.2%[50 µM], HIV fusion peptide -1.0%, GPR55 beta-arrestin -0.2%, NTR1 agonist 0.6 and NTR1 agonist cell count 20 µM 58.
